# CHO parental Ca – signal in parental CHO cells, OX1R antagonist counter-screen; parental CHO-K1, ATP-induced calcium, Fluo-8 fluorescence; inhibition, % at 5.6 µM; 330,000 compounds, 0.63% hits; AID 463079;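 active = inhibition above that plate's mean sample inhibition plus 3 SD, cut at about 26% in these data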;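 also: 0% = ATP-challenged DMSO wells and 100% = DMSO wells without ATP; some compounds past the cut are filed as inactive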
#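 Test system: parental CHO cells; detection: calcium-sensitive Fluo-8 fluorescence; evaluation: percent inhibition of calcium signal; also added: ATP as calcium-mobilizing challenge; repeats: one well per compound; control set: ATP-challenged DMSO wells low, unchallenged DMSO wells high; compound: single nominal dose of 5.6 µM per compound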
# CHRM1 agonist – activates human CHRM1 receptor; P11229; CHO-K1 hM1, Fluo-8 calcium fluorescence, agonist mode; 0% DMSO, 100% acetylcholine EC100; activation, % at 3 µM; 360,000 compounds, 0.33% hits;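 active = activation above the run's mean compound activation plus 3 SD, cut at about 16% in these data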;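 also: peak over basal fluorescence ratio within a 140 s kinetic read after compound addition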
# TAAR1 ag – agonists of human TAAR1; Q96RJ0; CHO RD-HGA16 TAAR1, Fluo-8 calcium fluorescence; vehicle wells 0%, saturating PEA agonist 100%; activation, % at 3 µM; 360,000 compounds, 0.99% hits;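 active = activation above the mean activation of all test compounds in the run plus 3 SD, cut at about 38% in these data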
# Target sequence (Q96RJ0 whole entry, looked up): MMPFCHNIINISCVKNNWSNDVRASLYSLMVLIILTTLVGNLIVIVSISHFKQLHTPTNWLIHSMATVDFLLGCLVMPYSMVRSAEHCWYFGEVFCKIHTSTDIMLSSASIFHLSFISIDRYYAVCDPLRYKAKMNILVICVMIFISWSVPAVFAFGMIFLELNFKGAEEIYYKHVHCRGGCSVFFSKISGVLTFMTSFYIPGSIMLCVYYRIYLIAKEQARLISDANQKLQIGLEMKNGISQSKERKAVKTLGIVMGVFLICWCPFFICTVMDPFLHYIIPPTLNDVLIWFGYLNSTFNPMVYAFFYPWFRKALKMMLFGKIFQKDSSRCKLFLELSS
#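 System: CHO RD-HGA16 cells carrying human TAAR1 plus Gα16; Incubation: 17-24 h seeding, 75 min 37 °C dye, 30 min RT; Measured by: Fluo-8 fluorescence, 5 s baseline then 140 s kinetic read; Control set: DMSO and PEA EC100; Replication: single well for each compound.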
# OXTR potentiate – potentiators of human oxytocin receptor | CHO-OTR cells, Fluo-8 calcium fluorescence, potentiator mode; 0% = oxytocin EC15, 100% = EC100 | activation, % at 3 µM | 320,000 compounds, 0.061% hits | AID 2445;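 active = activation above that plate's cutoff, the mean activation of tested compounds plus 3 SD, cut at about 6.6% in these data, passing the limit was not always enough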;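 also: 100% uses oxytocin at 75 nM as the full agonist control; some results filed as inactive read as strong as hits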
# Target sequence (P30559 whole entry, looked up): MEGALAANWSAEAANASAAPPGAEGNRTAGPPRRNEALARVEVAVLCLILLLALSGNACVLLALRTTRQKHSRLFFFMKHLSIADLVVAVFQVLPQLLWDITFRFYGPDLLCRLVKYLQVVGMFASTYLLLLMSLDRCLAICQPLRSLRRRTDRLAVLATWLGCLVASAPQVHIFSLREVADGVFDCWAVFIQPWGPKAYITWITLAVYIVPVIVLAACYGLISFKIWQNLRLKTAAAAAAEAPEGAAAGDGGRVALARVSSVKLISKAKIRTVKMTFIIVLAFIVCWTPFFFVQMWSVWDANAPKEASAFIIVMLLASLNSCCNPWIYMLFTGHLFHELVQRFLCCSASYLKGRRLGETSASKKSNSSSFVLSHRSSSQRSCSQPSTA
#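 Material: human OTR in CHO cells. Compound: 3.0 µM, one dose. Timing: compound 6 min at room temperature before oxytocin, 100 s read. Evaluation: % activation of max/min ratio relative to oxytocin controls. Replication: single well per compound, singlicate. Signal: Fluo-8 calcium dye fluorescence.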
# CHO-K1 Ca ag – nonselective activator or artifact in parental CHO-K1 cells; Fluo-8 calcium fluorescence; scaled to maximal ATP response, vehicle zero; activation, % at 3 µM; 360,000 compounds, 0.48% hits; in the data active = activation above about 15%;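 also: untransfected CHO-K1 host cells lacking M1 receptor as counterscreen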
# V1R ag counter – counter-screen for oxytocin receptor agonists: human V1a receptor agonists. CHO-V1R cells, Fluo-8 calcium fluorescence, agonist mode; 0% DMSO, 100% 3 nM vasopressin. 320,000 compounds, 0.25% hits. activation, % at 3 µM. P37288;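 active = activation above the mean activation of all tested compounds plus 3 SD, per screening run, cut at about 20% in these data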;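 also: signal is peak over basal fluorescence ratio across a 100 second FLIPR read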
# TAAR1 antagonist – antagonists of human TAAR1. Q96RJ0. CHO RD-HGA16 TAAR1, Fluo-8 calcium fluorescence, antagonist. inhibition, % at 3 µM. 360,000 compounds, 1.5% hits;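 active = inhibition above a per-plate cutoff, the mean inhibition of test compounds on that plate plus 3 SD, cut at about 49% in these data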;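 also: 0% = DMSO plus EC80 beta-PEA response and 100% = DMSO alone without agonist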
#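 test system = CHO RD-HGA16 cells bearing hTAAR1 | replication = singlicate | controls = DMSO-only wells and EC80 β-PEA-stimulated wells | reagent = EC80 β-phenethylamine stimulus | read-out basis = percent inhibition of PEA-evoked calcium signal, max/basal emission ratio | schedule = seeding 17-24 h prior, 75-min 37 °C, 30-min RT dye loading | signal = kinetic Fluo-8 calcium fluorescence measurement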
# CHO-K1 Ca antag – nonselective inhibitor or artifact in parental CHO-K1 cells; inhibition, % at 3 µM; 360,000 compounds, 0.6% hits; ATP-induced calcium, Fluo-8 fluorescence;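 active = inhibition above a per-plate cutoff, the plate's mean sample inhibition plus 3 SD, cut at about 24% in these data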;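 also: 0% = DMSO plus EC80 ATP and 100% = DMSO alone without ATP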
# CHO-K1 Ca PAM – counter-screen for M1 PAMs: effect in parental CHO-K1 cells | ATP EC20, Fluo-8 calcium fluorescence; 0% at ATP EC20, 100% at ATP max | activation, % at 3 µM | AID 602247 | 360,000 compounds, 0.02% hits;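 active = activation above the run cutoff, the mean activation of all test compounds plus 3 SD, cut at about 40% in these data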;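 also: peak over basal fluorescence ratio in a 140 s read after ATP addition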
# Starred values were filed as active, the others as inactive; nt = no result given.
SMILES,CHO parental Ca,CHRM1 agonist,TAAR1 ag,OXTR potentiate,CHO-K1 Ca ag,V1R ag counter,TAAR1 antagonist,CHO-K1 Ca antag,CHO-K1 Ca PAM
CCOC(=O)C1(C(=O)OCC)NC(=O)CC1C(C)C (configuration not stated),nt,0,1,nt,0.6,nt,-8,-8,-2
Cc1ccc(C(C)CCN2CCC(n3nccc3NC(=O)c3ccccc3)CC2)o1 (configuration not stated),-15,10,8,-4,3.4,0.1,-17,-13,22
CCc1ccc(NC(=O)Cn2nc(C)n3cccc3c2=O)cc1,3,-3,0,-8,0.7,0.6,5,-16,13
Cc1nc(-c2ccc(Cl)cc2)sc1C1(C)CC(c2ccc(C#N)cc2)=NO1 (configuration not stated),-8,-2,2,-7,0.5,0.2,0,-17,20
CC(C)CN(C(=O)CSc1ncnc2sccc12)C1CCS(=O)(=O)C1 (configuration not stated),-11,1,1,-6,0.2,0.6,2,-14,-16
COC(=O)c1ccc(NC(=O)CSc2nc3cccnc3n2C)cc1,-9,1,13,-21,3.4,7.9,14,21,-8
CC1(C)CC(=O)C(C=NCCN2CCNC2=O)=C(O)C1,4,-8,1,-1,-0.1,1.2,-12,12,-6
OCCCNc1ncnc2c1ncn2[C@H]1CN(Cc2ccco2)C[C@@H](CO)O1,nt,0,3,nt,0.0,nt,-4,0,1
COCCNc1nc(NCCOc2ccccc2Cl)c2sccc2n1,nt,2,11,nt,10,nt,29,15,-9
COc1ccc(NS(=O)(=O)c2cccc(C(=O)NNC(=O)c3ccc(NC(C)=O)cc3)c2)cc1,-19,-3,4,-8,0.7,0.3,-7,0,-15
Cc1ccnc(NS(=O)(=O)c2ccc(NS(=O)(=O)c3ccccc3)cc2)n1,-8,-1,3,-5,0.3,0.7,-5,4,12
O=C(O)c1cccc(N2C(=O)c3cc4cccc(Br)c4cc3C2=O)c1,-7,-4,2,-15,1.9,-0.1,2,-12,12
COc1ccc(N2CCN(C(=O)CCCC3=NS(=O)(=O)c4ccccc4N3)CC2)cc1,1,-3,11,-5,0.5,0.6,-9,-9,18
Cc1ccc(NC(=O)c2ccc(CSc3nnnn3C)cc2)cc1,-2,0,1,1,0.2,2.2,8,16,-9
O=C(c1ccc(F)cc1)N1CCC(C(=O)N2CCN(c3ncccn3)CC2)CC1,-5,0,1,-1,0.2,1.9,-3,-10,6
Cc1ccc(N(C)S(=O)(=O)c2cccc(C(=O)NC3=NCCS3)c2)cc1,-7,-3,5,-19,0.8,2.7,10,8,-7
Cc1noc(C)c1C(=O)NCC1COc2ccccc2O1 (configuration not stated),-7,-2,5,-7,0.1,-0.1,7,-1,-16
COC(=O)c1ccc(NC(=O)CCc2nnc3ccc(NCc4ccco4)nn23)cc1,-6,8,0,-9,-0.8,0.6,-8,-8,14
COc1ccc(CNCCS(=O)(=O)NN2CCOCC2)cc1,-4,-4,4,nt,0.2,nt,-2,-6,3
COc1ccc(C(C(=O)NC(C)(C)C)N(C(=O)CCC(=O)Nc2ccccn2)C2CCCCC2)cc1 (configuration not stated),-18,5,-4,-7,0.3,0.7,-12,-21,15
C=CCn1c(=O)/c(=C/c2ccc(O)cc2)s/c1=C(/C#N)c1nnc2n1CCCCC2,-5,0,24,-7,2.8,7.2,18,0,6
CC[C@]12C(=O)N(C)C[C@H]([C@@H]3C(=O)N(Cc4ccccc4)C(=O)[C@@H]31)N2C(=O)c1ccc(Br)cc1,nt,-3,8,nt,0.9,nt,-14,9,-2
COc1ccc(C(=O)CC(=O)O)c2c1C=CC(C)(C)O2,5,-3,4,-2,0.1,1.1,-5,-2,0
COc1ccc(/C=C2/SC(=O)N(CCCCCC(=O)Nc3ccccc3C(=O)O)C2=S)cc1,-8,-2,0,-13,-0.1,-0.1,-29,0,11
Cc1ccc(-n2c(SCC(=O)Nc3ccc(Cl)cc3)nc(O)cc2=O)cc1,-9,0,4,0,1.4,1.8,-22,-4,-10
Cc1cc(OCC(=O)NCCCN2CCOCC2)cc(C)c1Cl,-3,-5,10,2,-0.4,1.1,8,10,-3
O=C(Nc1cccc(-n2cnnn2)c1)C1CCCN(Cc2cccc(C(F)(F)F)c2)C1 (configuration not stated),nt,-3,14,nt,5.3,nt,19,1,0
O=C(O)C1CC=CCC1C(=O)Nc1ccccc1C(=O)N1CCN(c2ccc(Cl)cc2)CC1 (configuration not stated),-9,-6,3,3,1.9,0.6,0,-13,26
Cc1cccc(N=C2C(=O)Nc3c(Cl)cccc32)c1,2,-2,0,0,0.2,0.5,-4,-13,20
CC(=O)C1=C(O)CC(c2ccccc2)CC1=NCCc1c(C)[nH]c2ccccc12 (configuration not stated),-8,-2,-1,3,-0.5,0.0,18,1,-5

# An excerpt from above in order of their number in OXTR potentiate, low to high:
mol | OXTR potentiate
C=CCn1c(=O)/c(=C/c2ccc(O)cc2)s/c1=C(/C#N)c1nnc2n1CCCCC2 | -7
Cc1cccc(N=C2C(=O)Nc3c(Cl)cccc32)c1 | 0
Cc1cc(OCC(=O)NCCCN2CCOCC2)cc(C)c1Cl | 2

# (list continues)
SMILES,CHO parental Ca,CHRM1 agonist,TAAR1 ag,OXTR potentiate,CHO-K1 Ca ag,V1R ag counter,TAAR1 antagonist,CHO-K1 Ca antag,CHO-K1 Ca PAM
Nc1nonc1-n1nnc(C(=O)N/N=C/c2cccs2)c1CSc1ccccc1,1,-1,11,-24,4.7,1.0,9,-6,3
O=C(CCNS(=O)(=O)c1ccc(Br)cc1)NCC1CCCO1 (configuration not stated),-6,-2,3,-3,0.3,0.0,-18,-10,13
CC(C(=O)Nc1ccccc1Br)N1c2cccc3cccc(c23)S1(=O)=O (configuration not stated),-23,-3,2,-2,2.3,2.3,-20,2,3
COc1ccc(C(=O)Nc2ccc3c(c2)CCCN3C(=O)c2cccs2)c(OC)c1,-20,0,7,-7,6.3,4.2,55*,-14,19
Cc1ccc2nc3c(cc(S(=O)(=O)c4ccccc4)c(=N)n3Cc3ccco3)c(=O)n2c1,-11,-7,0,4,0.5,0.6,-13,-6,13
O=C(CNCC1CCCO1)N1CCCCCC1 (configuration not stated),1,-6,4,-2,0.2,0.3,4,-8,8
COc1ccc(OC)c(N2CC(O)=C(c3nc4ccccc4s3)C2=N)c1,-6,-2,13,-11,1.1,1.2,3,1,14
CNC(=O)C1=C(C)n2c(nc3ccccc32)NC1c1ccc(OC)cc1 (configuration not stated),-30,0,2,0,-0.1,1.2,1,-4,1
C/C(Sc1nnc(Cc2ccccc2)o1)=C(/O)c1ccccc1,-6,-8,nt,-2,0.8,0.6,nt,-14,10
O=C(NCc1ccccc1)/C(=C/c1ccc([N+](=O)[O-])cc1)NC(=O)c1ccco1,-10,-2,-3,-12,1.9,1.4,-1,-15,9
Cc1ccc(-n2nc(C)c3c2OC(N)=C(C#N)C3c2ccc(F)cc2)cc1 (configuration not stated),1,-4,7,-2,0.0,-0.3,7,-10,1
CC1CCC(NC(=O)CCNS(=O)(=O)c2ccccc2)CC1 (configuration not stated),3,-1,4,-3,1.5,-0.7,-16,-3,11
Cc1cc2c(NCC(C)O)ncnc2s1 (configuration not stated),-13,-1,12,-15,0.5,0.8,-5,-1,14
C[C@@H]1CN([C@@H](C)CO)C(=O)c2cc(Br)cnc2O[C@H]1CN(C)C(=O)c1cccc(F)c1,nt,5,0,nt,-0.3,nt,-5,21,-10
CCN(CC)C(=O)COC(=O)C1=NN(c2cc(C)ccc2C)C(=O)CC1,-3,2,5,-5,4.2,0.1,0,-4,10
Cc1cccc(OCc2nc(C#N)c(N3CC(C)CC(C)C3)o2)c1 (configuration not stated),38*,-7,4,-6,0.1,0.0,25,-11,15
COc1cc(/C=C2/C(=N)N3N=C(CC(=O)N4CCOCC4)SC3=NC2=O)ccc1OCc1ccccc1F,7,-3,nt,-9,1.2,-0.6,nt,-19,20
CC(C)OCCCNC(=O)CN1C(=O)/C(=C/c2ccccc2F)Oc2ccccc21,-11,-5,1,-10,-0.5,-0.4,-6,3,-9
COc1cccc(CNC(=O)CCC2CCCN(C(=O)c3ccoc3C)C2)c1 (configuration not stated),-3,-5,4,-16,0.1,-1.1,-4,-8,15
Cc1ccc(S(=O)(=O)NCC(=O)OCC(=O)Nc2ccc3c(c2)OCCO3)cc1,-6,-7,1,-8,0.0,-0.2,10,-3,-5
O=C(N/N=C/c1ccccc1)c1ccc2c(c1)OCO2,-3,-2,2,-10,0.4,-0.3,4,-11,-2
CC(=O)Nc1ccccc1NC(=O)c1ccc2c(c1)OCO2,nt,-3,1,nt,0.9,nt,6,-6,21

# Three successive compounds already listed:
SMILES,CHO parental Ca,CHRM1 agonist,TAAR1 ag,OXTR potentiate,CHO-K1 Ca ag,V1R ag counter,TAAR1 antagonist,CHO-K1 Ca antag,CHO-K1 Ca PAM
Cc1ccc(S(=O)(=O)NCC(=O)OCC(=O)Nc2ccc3c(c2)OCCO3)cc1,-6,-7,1,-8,0.0,-0.2,10,-3,-5
O=C(N/N=C/c1ccccc1)c1ccc2c(c1)OCO2,-3,-2,2,-10,0.4,-0.3,4,-11,-2
CC(=O)Nc1ccccc1NC(=O)c1ccc2c(c1)OCO2,nt,-3,1,nt,0.9,nt,6,-6,21

# Source: PubChem
